Source: PubChem BioAssay
EBV LMP1 NFkB = EBV LMP1-driven NF-kappaB luciferase reporter inhibitors, primary screen, cell-based, luminescence, single point; inhibition, % at 12.5 µM; 350,000 compounds, 0.69% hits; LMP1-induced NF-kappaB luciferase reporter cells; AID 504558, 2011; in the data active means inhibition above about 41%;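 further: 0% = neutral control wells and 100% = reference inhibitor control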
NR2E3 ag-1 = NR2E3 agonists in two-hybrid cells, primary screen, cell-based, luminescence, CHO-S, Gal4-NCOR/VP16-NR2E3 | Photoreceptor-specific nuclear receptor (Homo sapiens), Q9Y5X4 | luciferase | inhibition of corepressor binding, % at 3.98 µM | 360,000 compounds, 0.35% hits | AID 602229, 2012;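 active means inhibition above the mean of all tested compounds plus 3 SD, cut at about 70% in these data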;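 further: 0% = DMSO with NR2E3 transfected cells and 100% = cells lacking NR2E3 construct; higher means lower luciferase signal from less NR2E3 corepressor binding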
Target sequence (Q9Y5X4 whole entry, looked up, the tested form may be a part): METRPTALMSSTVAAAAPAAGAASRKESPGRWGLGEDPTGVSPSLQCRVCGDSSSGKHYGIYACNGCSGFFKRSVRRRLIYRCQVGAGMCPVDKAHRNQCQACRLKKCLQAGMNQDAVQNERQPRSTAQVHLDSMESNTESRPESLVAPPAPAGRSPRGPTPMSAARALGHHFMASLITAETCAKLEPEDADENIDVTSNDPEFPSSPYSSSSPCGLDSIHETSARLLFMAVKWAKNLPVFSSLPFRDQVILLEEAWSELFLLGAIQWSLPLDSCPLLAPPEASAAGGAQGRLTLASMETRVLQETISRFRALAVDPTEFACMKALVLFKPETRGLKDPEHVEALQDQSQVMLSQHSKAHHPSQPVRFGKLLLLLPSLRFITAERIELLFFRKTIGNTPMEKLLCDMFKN
CF NFkB inh = inhibitors of PAF-induced NF-kB signaling, primary screen, cell-based, GFP fluorescence, uHTS; 360,000 compounds, 0.86% hits; inhibition, % at 5 µM; KKLEB NF-kB-GFP reporter, GFP fluorescence overnight;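 active means at least 50% inhibition at 5 µM, scaled per plate between neutral and stimulator controls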;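 further: PAF is a Pseudomonas aeruginosa culture filtrate used as stimulus; plate controls were PAF-stimulated DMSO wells for no effect and unstimulated DMSO wells for full effect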
Peg3 prom inh = Peg3 promoter-driven luciferase inhibitors, primary screen, cell-based, HeLa, luciferase luminescence; HeLa PEG-Prom luciferase reporter, overnight; inhibition, % at 20 µM; 360,000 compounds, 1.7% hits; AID 588405, 2011;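 active means inhibition of at least 50% at 20 µM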
NR2E3 ag-2 = inhibitors of NR2E3-RetCOR corepressor binding, primary screen, NR2E3 agonist project, biochemical, TR-FRET, GST-NR2E3, biotin-RetCOR | 320,000 compounds, 0.12% hits | AID 2300, 2010 | Photoreceptor-specific nuclear receptor (Homo sapiens), Q9Y5X4 | inhibition of corepressor binding, % at 4.78 µM | 1536-well;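 active means percent inhibition above the cutoff of mean plus 3 SD of all tested compounds, set per screening campaign, cut at about 20% in these data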;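 further: 0% = DMSO wells and 100% = biotin wells as full block of FRET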
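Material: NR2E3–RetCOR corepressor complex / Incubation: Compound–protein incubation for 5 h at 4 °C / Dosing: compound at 4.8 µM, single dose / Detection: time-resolved FRET / Benchmarks: high control biotin, low control 0.6% DMSO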
TRAIL sens C8 = viability loss with TRAIL in NB7+C8 cells, primary screen, TRAIL sensitizer project, cell-based, ATPlite luminescence. 360,000 compounds, 1% hits. inhibition (viability loss, TRAIL sensitization), % at 10 µM;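 active means compounds causing at least 50% loss of cell viability in the single-dose screen, relative to plate controls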
TRPM1 prom inh = inhibitors of MITF-dependent TRPM1 promoter reporter, primary screen, cell-based, SK-MEL-5, single point, luciferase; SK-MEL-5 TRPM1 promoter luciferase, 24 h; inhibition, % at 12.5 µM; 330,000 compounds, 0.83% hits;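 active means mean inhibition across replicates of 60% or more, whatever share of single replicates reaches that level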; further: values of inactives mirror those of a sister screen read the other way
hiPSC survival = enhancers of single-cell hiPSC survival, primary screen, ATPlite luminescence. 100% = ROCK inhibitor wells, 0% = DMSO. survival enhancement, % at 20 µM. 360,000 compounds, 0.044% hits. AID 602274, 2012; in the data active means survival enhancement above about 18%;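 further: cells exposed to compounds for 16 hours before the ATP read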
Shn3 inh set2 = reduction of Shn3 3'UTR firefly luciferase signal, primary screen, Schnurri-3 inhibitor project, cell-based, Clone20 osteoblasts, set 2; Clone20 osteoblast Shn3 3'UTR firefly luciferase, 24 h; inhibition, % at 12.5 µM; 360,000 compounds, 0.52% hits; AID 588674, 2011;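 active means mean inhibition of at least 75% with every replicate also reaching 75%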;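 further: 0% = median of neutral control wells and 100% = pilot-screen positive control compound; some compounds past the cut are filed as inactive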
KKLEB tox = cytotoxicity in KKLEB CF airway cells, primary screen, cytotoxicity control for CF NF-kB inhibitor project, cell-based, uHTS, fluorescence assay plates; activity change (cytotoxicity), % at 5 µM; 360,000 compounds, 0.36% hits; KKLEB CF airway cells viability, ATPlite luminescence, overnight; stronger effect = lower value; cells stimulated with P. aeruginosa culture filtrate;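 active means corrected activity change at or below -50% at 5 µM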
HIF-2a inh = HIF-2a reporter inhibitors, primary screen, luminescence, 786-0 RCC cells. 786-0 RCC cells HIF-2a reporter, luciferase luminescence, overnight. inhibition, % at 18.8 µM. 360,000 compounds, 0.72% hits. AID 624352, 2012;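 active means inhibition of the luminescence signal of 40% or more relative to plate controls, in a single-dose primary screen at 18.75 µM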
Starred values were filed as active, the others as inactive; . = not tested or not shown.

SMILES	EBV LMP1 NFkB	NR2E3 ag-1	CF NFkB inh	Peg3 prom inh	NR2E3 ag-2	TRAIL sens C8	TRPM1 prom inh	hiPSC survival	Shn3 inh set2	KKLEB tox	HIF-2a inh
CCNC(=S)NNC(=O)c1cccn(Cc2ccc(Cl)cc2Cl)c1=O	1	2	6	13	-2	0	-1	3.8	22	-3	25
Cc1ccc(S(=O)(=O)NC(C)(C)CSc2nncn2C)cc1	1	-24	-7	-3	5	3	2	-0.4	7	2	5
Cc1ccc(CN2C(=O)N/C(=C\c3cccn3-c3cccc(C(=O)O)c3)C2=O)cc1	11	-36	2	-5	-2	-9	-2	1.2	1	-1	14
O=C(CCCSc1ccccc1)Nc1ccc(Cl)c(S(=O)(=O)N2CCOCC2)c1	14	-47	13	22	0	25	22	-1.3	3	8	-1
CCOC(=O)C1CCN(S(=O)(=O)c2csc(C(N)=O)c2)CC1	5	3	-3	-14	0	17	0	-0.8	9	8	2
CC(C)CC(C)NNC(=O)c1cc2ccccc2[nH]1 (centres undefined)	-19	-10	-21	-49	0	-6	-3	4.3	16	7	-69
CN(C(=O)c1ccc(NC(=O)C2CCCN(C(=O)OC(C)(C)C)C2)cc1)C1CCCC1 (centres undefined)	7	-27	18	20	.	-12	5	-1.1	0	-15	8
O=C(NCC1CCOCC1)c1cc(COc2cccc(C(F)(F)F)c2)on1	-2	-2	-4	-9	3	4	9	0.1	-2	-11	5
CCn1c(COc2cccc(C)c2)nnc1SCC(=O)N1CCCC1	-1	-19	-5	5	0	-5	0	-0.3	7	7	33
C/C(CC(=O)NC12CC3CC(CC(C3)C1)C2)=N\NC(=O)c1cnccn1	-4	5	8	13	-2	1	5	-0.8	5	0	13
Cn1c(SCC(=O)Nc2cc(S(=O)(=O)N3CCOCC3)ccc2N2CCOCC2)nnc1-c1ccncc1	-4	-12	20	14	2	-2	13	-1.7	4	-9	16
Nc1nc(Cl)cc(N2CCC(c3cc(-c4ccc(Cl)cc4Cl)n[nH]3)CC2)n1	2	60	-10	38	6	8	30	-1.6	81	10	24
CNC(=O)NC(=O)CSc1nnc(-c2ccco2)n1Cc1ccccc1	-2	12	8	9	-1	-5	-6	5.3	-11	-8	2
CCOC(=O)Nc1ccc2c(c1)Nc1ccccc1S2	0	-27	-3	-65	3	-6	-8	0.9	-12	7	-86
Cc1ccc(CNC(=O)C(NS(=O)(=O)c2ccc3nc(C)sc3c2)C(C)C)cc1 (centres undefined)	6	8	-14	4	-1	13	-17	3.2	5	0	-1
COC(=O)CNC(=O)COC(=O)/C=C/c1ccccc1[N+](=O)[O-]	-9	0	0	10	2	0	12	-0.2	-10	-7	10
COCCn1c(SCC(=O)NC2CCCCC2C)nnc1-c1ccncc1 (centres undefined)	3	-1	2	-8	0	-12	-3	0.6	-15	5	-1
CCOC(=O)Cc1c(C)nc(N)[nH]c1=O	6	-21	8	1	3	-7	3	1.4	2	-4	19
O=C(Cc1cccc(NC(=O)C2CCCN(C(=O)c3ccccc3)C2)c1)Nc1ccc(C(=O)N2CCCCC2)cc1 (centres undefined)	-6	-31	-5	-4	.	-7	2	-0.9	4	12	-8
CCCc1nn2c(=O)c(C(c3ccc(C)cc3)c3c(O)nc4sc(CCC)nn4c3=O)c(O)nc2s1	-3	-11	6	4	1	3	-4	1.9	4	-7	6

Whole records, looked up by structure. Order of screens: EBV LMP1 NFkB | NR2E3 ag-1 | CF NFkB inh | Peg3 prom inh | NR2E3 ag-2 | TRAIL sens C8 | TRPM1 prom inh | hiPSC survival | Shn3 inh set2 | KKLEB tox | HIF-2a inh
`Cn1c(SCC(=O)Nc2cc(S(=O)(=O)N3CCOCC3)ccc2N2CCOCC2)nnc1-c1ccncc1` across the screens: -4 | -12 | 20 | 14 | 2 | -2 | 13 | -1.7 | 4 | -9 | 16
`CCOC(=O)Nc1ccc2c(c1)Nc1ccccc1S2` across the screens: 0 | -27 | -3 | -65 | 3 | -6 | -8 | 0.9 | -12 | 7 | -86
`Nc1nc(Cl)cc(N2CCC(c3cc(-c4ccc(Cl)cc4Cl)n[nH]3)CC2)n1` across the screens: 2 | 60 | -10 | 38 | 6 | 8 | 30 | -1.6 | 81 | 10 | 24

More records follow.
SMILES	EBV LMP1 NFkB	NR2E3 ag-1	CF NFkB inh	Peg3 prom inh	NR2E3 ag-2	TRAIL sens C8	TRPM1 prom inh	hiPSC survival	Shn3 inh set2	KKLEB tox	HIF-2a inh
CC(=O)N1c2ccc(S(=O)(=O)N3CCC(C(=O)Nc4ncccc4C)CC3)cc2CC1C (centres undefined)	2	-17	-15	-6	3	3	-3	-0.7	-25	3	6
COc1ccnc2c1c(=O)n(Cc1ccc(Cl)cc1)c(=O)n2C	0	17	-36	-5	0	1	-2	-0.4	8	5	1
CCOc1ccc(NS(=O)(=O)c2ccc(C(=O)N3CCCC(C)C3)cc2)cc1 (centres undefined)	7	55	2	0	0	35	6	-0.6	71	9	6
CC(OC(=O)C1CCC(=O)N1)C(=O)Nc1cc(Cl)cc(Cl)c1 (centres undefined)	-1	-15	-33	-2	2	-4	4	-2.0	-10	10	3
Cc1nc(SC(C)C(=O)NCc2ccc3c(c2)OCO3)nc(C)c1C (centres undefined)	-6	4	-9	-2	.	-2	8	-0.7	-1	1	-1
CCN(C(=O)COC(=O)CC1CCCCC1)c1c(N)n(Cc2ccccc2)c(=O)[nH]c1=O	-1	-20	18	0	2	5	0	-0.3	-8	-16	10
CCOc1ccc(-n2c(Cc3cc(=O)[nH]c(=O)[nH]3)nnc2SCC(N)=O)cc1	1	-3	-6	12	2	2	2	2.7	8	5	21
COc1cc(C(=O)NCCC(=O)NC2CCCCCCC2)cc(OC)c1OC	2	-2	-17	14	3	1	-2	1.7	19	5	14
N#Cc1ccc(OCC(=O)Nc2ccc(S(=O)(=O)N3CCOCC3)cc2)cc1	-11	-4	-5	5	.	-10	-6	-0.1	5	-18	8
CC(=C/C(=O)O)/C(=C/c1ccccc1)C(=O)O	-1	-13	3	-8	-3	-7	-12	1.8	-22	4	14
CC(=O)c1cccc(OCc2cc(C(=O)N3CCC(N4CCCCC4)CC3)no2)c1	5	2	14	-11	0	-5	-2	1.4	-19	-4	1
CC(=O)Nc1ccc(NC(=O)C23CC4CC(C2)CC(n2cnc(Br)n2)(C4)C3)cc1	4	-12	-23	13	3	-7	10	4.2	-11	-1	5
CN(/N=C/c1ccccc1Cl)c1ncc(Cl)cc1C(F)(F)F	0	-4	4	-6	1	-2	-15	-0.7	-14	8	-20
Cc1nn(C(C)c2n[nH]c(=S)n2-c2ccc(F)cc2)c(C)c1[N+](=O)[O-] (centres undefined)	4	-9	10	4	-1	-17	10	0.0	-13	9	7
COc1cc(CC(=O)OCC(=O)Nc2ccc3c(c2)OCO3)cc(OC)c1OC	4	-19	-8	-1	3	5	-7	-0.5	-9	-4	3
O=C(NCc1ccc2c(c1)OCO2)C1CC(=O)N(c2ccc(F)cc2)C1 (centres undefined)	2	-17	6	6	0	-2	10	2.6	5	2	16
Cc1ccc(S(=O)(=O)NN=Cc2cc(Cl)ccc2O)cc1	-201	-13	-19	24	.	0	-11	2.3	-46	4	9
Cc1nn(C)c(C)c1S(=O)(=O)N1CCC(CO)(Cc2ccc(Cl)cc2)CC1	-2	-11	11	17	3	-1	-2	-1.0	3	-6	-1
COc1ccc(C/C(=N\O)c2ccc(OC)cc2)cc1	-1	-83	12	-52	-2	-6	-22	1.1	24	-7	-107
O=C(Nc1ccc(Cl)cc1N1CCOCC1)C1CCCCC1	-9	-10	14	15	0	26	-6	0.4	-38	6	16
Cc1ccc(-n2c(Cc3cccs3)nnc2SCC(=O)Nc2ccc(F)c(F)c2)cc1	0	-8	10	15	0	-3	1	2.7	37	-8	5
NC(=NCCc1c[nH]c2ccccc12)NC(=O)c1ccc(F)cc1	-10	5	11	-14	2	2	-10	-0.3	-1	-4	-38
Cc1ccc(C(=O)N(C)CC(=O)Nc2ccc(F)c(F)c2F)o1	-1	3	-14	8	4	1	4	0.4	14	9	17
O=S(=O)(NCC1CCCO1)c1ccc2c(c1)OCCO2 (centres undefined)	-8	1	7	-11	-4	5	4	-2.3	-1	-4	12
O=C(Nc1ncnc2sc3c(c12)CCC3)c1ccco1	-10	32	-24	-3	1	-16	4	4.4	-2	0	10
CCN(CC)C(=O)c1ccc(COc2ccccc2Br)o1	-6	7	10	-81	3	13	-24	0.7	6	-10	-140
CCC(=O)Nc1ccc(-c2nn3c(C)nnc3s2)cc1C	-5	18	-5	-34	1	-12	-5	-1.0	0	5	-23
CC1CCCCN1S(=O)(=O)c1ccc2c(c1)CCN2C(=O)CCC(=O)O (centres undefined)	0	3	-1	7	5	-1	2	0.0	-9	4	10
Brc1cccc(-c2nnc3n2CCCCC3)c1	-1	-28	0	18	-3	19	0	-0.6	17	12	11
CON(C)C(=O)CCN(C(=O)OC(C)(C)C)c1ccccc1	-2	-16	5	4	.	5	6	-2.3	-6	11	1
COC(=O)c1cc(=O)n(CCc2ccc(OC)c(OC)c2)c(=Nc2ccc(F)c(Cl)c2)s1	-30	-30	27	99*	2	35	7	-2.9	50	-8	75*
O=C(COc1ccc([N+](=O)[O-])cc1)N/N=C/c1cc([N+](=O)[O-])ccc1N1CCOCC1	11	-11	-26	-5	0	9	-15	-0.8	-3	5	20
O=C(Nc1ccc2c(c1)OCO2)C1CC(c2ccc(F)cc2)=NO1 (centres undefined)	-11	-30	1	-18	5	-7	-2	0.9	6	4	-15
CCCCN(C)C(=O)c1sc(=O)n(Cc2cc(Cl)ccc2OC)c1C	.	21	7	0	.	-9	.	-1.0	19	-14	2
CCOC(=O)C1(C)CCN1C(=O)COc1ccccc1 (centres undefined)	.	-8	-27	5	.	2	.	-1.0	5	11	6
COc1ccc(-n2nc(C)cc2N)cc1	-3	0	-7	2	4	-19	-2	-0.4	2	-8	1
Cn1nccc1C(=O)N/N=C/c1cccnc1	-5	11	-7	-3	-5	-5	-11	0.8	-6	0	9
CCCc1nc(N)nc2c1C(=O)CC(C)(C)C2	5	-11	16	4	1	-10	-1	0.7	7	-10	23
Cn1c(CN2CCCC2)nc2cc(NS(=O)(=O)c3ccc(Cl)cc3)ccc21	3	-6	22	0	3	8	-7	5.2	18	-3	0
CCOC(=O)c1c(C)[nH]c(C(=O)CSc2nnc(CC(C)c3ccccc3)o2)c1C (centres undefined)	6	-23	9	-11	1	27	13	0.1	15	-8	2
CCOc1cccc(CNn2cnnc2)c1OCc1ccccc1	6	18	-10	20	-2	-17	1	-0.6	6	8	19

The list is partial, so the mix of outcomes need not match the whole.
